High-throughput results deposited in PubChem by National Center for Advancing Translational Sciences (NCATS).
BRCT inh red: BRCT-phosphoprotein interaction inhibition (red fluorophore); AID 892; Potency, µM (highest dose often 76.9 µM), without a hit: top-dose activity change, negative = inhibition, most hits filed as inhibitors; 75,000 compounds, 0.03% hits; BRCT-phosphopeptide binding, red fluorescence polarization; further: on the % scale 0 is the no-effect control and ±100 the full control effect
Target sequence (P38398 whole entry, looked up): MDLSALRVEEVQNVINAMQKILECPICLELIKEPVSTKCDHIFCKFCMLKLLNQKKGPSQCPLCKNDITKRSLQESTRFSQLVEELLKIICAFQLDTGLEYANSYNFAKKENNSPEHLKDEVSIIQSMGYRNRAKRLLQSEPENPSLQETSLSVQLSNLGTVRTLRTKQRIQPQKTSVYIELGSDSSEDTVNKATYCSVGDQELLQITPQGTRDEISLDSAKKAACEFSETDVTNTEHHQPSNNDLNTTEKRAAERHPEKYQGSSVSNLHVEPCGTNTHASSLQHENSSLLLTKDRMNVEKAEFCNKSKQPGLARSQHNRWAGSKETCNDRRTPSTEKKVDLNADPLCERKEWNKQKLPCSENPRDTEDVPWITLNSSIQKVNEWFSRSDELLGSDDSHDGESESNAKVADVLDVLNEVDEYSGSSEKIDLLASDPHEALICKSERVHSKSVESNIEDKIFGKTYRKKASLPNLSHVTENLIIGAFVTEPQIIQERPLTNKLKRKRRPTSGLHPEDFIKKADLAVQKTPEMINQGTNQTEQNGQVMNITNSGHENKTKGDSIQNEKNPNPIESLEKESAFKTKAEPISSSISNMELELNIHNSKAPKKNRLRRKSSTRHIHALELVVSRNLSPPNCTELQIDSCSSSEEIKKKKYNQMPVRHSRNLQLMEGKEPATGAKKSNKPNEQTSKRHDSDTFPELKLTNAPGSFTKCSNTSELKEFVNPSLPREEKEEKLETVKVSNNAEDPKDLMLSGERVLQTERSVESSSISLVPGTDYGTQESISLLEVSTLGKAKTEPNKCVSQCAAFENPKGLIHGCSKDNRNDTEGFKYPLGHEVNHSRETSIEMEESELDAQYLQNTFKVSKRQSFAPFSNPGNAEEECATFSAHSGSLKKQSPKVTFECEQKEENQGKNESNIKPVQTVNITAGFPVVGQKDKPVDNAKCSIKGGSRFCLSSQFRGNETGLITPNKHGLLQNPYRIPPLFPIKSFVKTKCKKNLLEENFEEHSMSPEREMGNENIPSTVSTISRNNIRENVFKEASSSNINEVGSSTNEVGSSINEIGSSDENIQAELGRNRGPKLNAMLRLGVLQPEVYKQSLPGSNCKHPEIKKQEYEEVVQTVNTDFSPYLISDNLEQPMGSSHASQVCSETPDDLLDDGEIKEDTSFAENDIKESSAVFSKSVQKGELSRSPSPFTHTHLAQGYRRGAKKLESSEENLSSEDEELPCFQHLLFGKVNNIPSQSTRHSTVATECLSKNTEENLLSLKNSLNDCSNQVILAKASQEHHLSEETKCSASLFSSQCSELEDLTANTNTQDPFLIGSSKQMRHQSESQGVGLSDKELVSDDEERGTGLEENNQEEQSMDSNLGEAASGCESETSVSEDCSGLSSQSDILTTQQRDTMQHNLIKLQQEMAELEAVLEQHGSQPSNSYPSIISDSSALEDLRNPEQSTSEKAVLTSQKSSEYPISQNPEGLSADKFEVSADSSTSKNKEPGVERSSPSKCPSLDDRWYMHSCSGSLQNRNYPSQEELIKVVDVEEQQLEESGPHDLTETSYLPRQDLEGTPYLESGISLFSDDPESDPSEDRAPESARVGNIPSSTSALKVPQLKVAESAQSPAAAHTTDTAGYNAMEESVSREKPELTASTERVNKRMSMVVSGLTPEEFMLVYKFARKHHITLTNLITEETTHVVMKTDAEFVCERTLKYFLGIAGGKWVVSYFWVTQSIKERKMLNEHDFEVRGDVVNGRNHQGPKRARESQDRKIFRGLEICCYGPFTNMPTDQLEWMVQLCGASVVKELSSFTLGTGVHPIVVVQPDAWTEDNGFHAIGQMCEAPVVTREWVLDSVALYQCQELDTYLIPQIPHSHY
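Fluorescence polarization: 100 nM His-tagged BRCA1 BRCT with 100 nM TAMRA-labelled phospho-BACH1 decapeptide, phosphate buffer pH 7.3 with 150 mM NaCl, DTT, 0.01% Tween 20; 12 min RT. Binding inhibition seen as FP decrease.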
DNA Pol III inh: DNA polymerase III holoenzyme inhibition; reconstituted DNA polymerase III holoenzyme replication, biochemical; Potency, µM (doses to about 57.1 µM), inactives show top-dose activity change, negative = inhibition; 71,000 compounds, 0.25% hits; AID 603; further: potency means the concentration at half of the fitted maximal effect; on the % scale 0 is the no-effect control and ±100 the full control effect
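Reconstituted *E. coli* holoenzyme (0.35 nM Pol III, 1 nM beta, 154 nM SSB, 2 nM primase) was preincubated with compound for 15 min at RT. Synthesis on 1.4 nM ssM13Gori ran 35 min, then was stopped with PicoGreen/EDTA and read as dsDNA fluorescence.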
CRE-bla Fsk: alters forskolin-stimulated CRE reporter signaling in CHO cells | Potency, µM (series often up to 38.2 µM), inactives show top-dose activity change, negative = inhibition, hits mostly activators | 71,000 compounds, 2.5% hits | CHO CRE-bla reporter (cAMP response element driving beta-lactamase), forskolin EC10, beta-lactamase ratio | AID 662; active means well fitted activation curve with a large enough effect in the signal ratio, with a control signal flat, not every such curve was filed as active; inconclusive means small, poorly fitted or top-dose-only effect, or effect the other way, or a change in a side signal; the % refers to the signal ratio; further: potency means the concentration at half of the fitted maximal effect; % of control where 0% means no effect
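Cells were plated overnight at 37 °C, exposed to compound titrations plus EC10 NKH 477 for 3 h, then given CCF4 dye for 2 h at room temperature. Blue/green (460/530 nm) ratio was converted to %Activity and AC50 values calculated.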
ALOX15 inhib: blocks human 15-lipoxygenase activity. P16050. purified 15hLO-1, xylenol orange hydroperoxide absorbance. Potency, µM (series often up to 57.1 µM), inactives show at the top dose activity change, negative = inhibition, usual class: inhibitors. 74,000 compounds, 1.4% hits. AID 887; further: potency means the concentration at half of the fitted maximal effect; on the % scale 0 is the no-effect control and ±100 the full control effect; nearly all actives have a fitted effect of over 55% in size
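Inhibition is scored from a chromogenic endpoint. After 15 min enzyme-compound contact, arachidonic acid (50 uM final) reacts 6 min with 40 nM 15hLO-1 at room temperature, then Fe-XO reagent is added for 30 min and absorbance ratio recorded.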
Ub-GFP proteasome: inhibits proteasome, raising ubiquitin-GFP reporter fluorescence. 67,000 tested, under 10 active. Potency, µM (titrated, usually from 45.9 µM), for inactives: at the top dose activation (GFP accumulation), most hits filed as activators. Ubiquitin-GFP reporter cells, proteasome inhibition, GFP fluorescence; response scale: untreated = 0%, 10 µM MG-132 = 100%; active means well fitted activation curve with a large enough effect, not every such curve was filed as active; inconclusive means small, poorly fitted or top-dose-only effect, or another doubt; inactive means no such curve, though single readings can be large or run the other way; further: potency means the concentration at half of the fitted maximal effect
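U2OS Ub(G76V)-GFP reporter; O/N plating, 0.5% FBS; cpd 46 uM–2.9 nM, 4 h, 37 °C; GFP+ cell count, 488/515 nm; norm. to basal vs 10 uM MG-132; CRC fit.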
HBB splicing: hemoglobin beta splicing modulation | HBB splicing reporter cell assay, activation; EGFP reporter with mutant IVS2-654 intron; response scale: normalised to 500 nM splice-correcting PNA | AID 925 | 65,000 compounds, 0.06% hits | Potency, µM (doses to about 46.1 µM), inactives show at the highest dose activation, most hits filed as activators; further: potency means the concentration at half of the fitted maximal effect; 0% is about no effect
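Compounds were applied for 2 days to HeLa EGFP-654 cells, 500/well in Optimem with 2% FCS. The reporter's EGFP is disrupted by mis-splicing of beta-globin intron IVS2-654. Readout: summed well GFP fluorescence from 488 nm laser scanning; reference was 500 nM antisense […] 654 PNA.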
Hsp90 Hop PPI: changes Hsp90-Hop TPR2A binding signal, up or down; AlphaScreen TPR2A-His6 binding biotin-Hsp90 C-terminal peptide; Potency, µM (series often up to 57 µM), inactives show at the highest dose activity change, negative = inhibition; 71,000 compounds, 0.44% hits; active means well fitted curve in either direction with a large enough effect; inconclusive means small, poorly fitted or top-dose-only effect, or another doubt; further: potency means the concentration at half of the fitted maximal effect; on the % scale 0 is the no-effect control and ±100 the full control effect; many of its hits are not listed in these tables
A350 fluor: compounds fluorescent in Alexa 350 spectral region; 59,000 compounds, 11% hits; Compound autofluorescence, 340/450 nm, Alexa 350 dye-equivalents; hits give high values; max dye-equivalent concentration, M; in the data active means max dye-equivalent concentration above about 10 nM; inconclusive means mostly about 1.1 nM to 9.6 nM
4-MU autofl: 4-MU region autofluorescence | 59,000 compounds, 11% hits | max dye-equivalent concentration, M | compound autofluorescence, 340/450 nm, 4-MU equivalents; hits give high values | AID 589; in the data active means max dye-equivalent concentration above about 10 nM; inconclusive means mostly about 1.1 nM to 9.6 nM
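Intrinsic fluorescence at 340/450 nm (ex/em) was read after 15 min at room temperature in pH 8.0, 100 mM Tris. Each compound concentration expressed as 4-MU-equivalent concentration from a six-point 4-MU standard series on each plate.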
BRCT inh green: blocks human BRCA1 BRCT binding to phosphopeptide, green readout. 75,000 compounds, 0.05% hits. BRCA1 BRCT-phosphopeptide binding, green fluorescence polarization. Potency, µM (titrated, usually from 76.9 µM), for the others: top-dose activity change, negative = inhibition, hits mostly inhibitors;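 further: potency means the concentration at half of the fitted maximal effect; plate controls were peptide without protein for full effect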
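Compounds were incubated for 12 min at room temperature with a complex of 100 nM fluorescein-tagged pBACH1 decapeptide and 250 nM His-tagged BRCT protein. Buffer was phosphate pH 7.3 with EDTA, DTT and Tween 20. Disruption of binding lowers the polarization signal.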
Epigenetic mod: epigenetic modulators derepressing GFP locus in mouse cells | mouse C127i GFP locus derepression, cytometry, 30 h | Potency, µM (highest dose often 46.1 µM), for the others: at the highest dose GFP derepression (activation) | 68,000 compounds, 0.09% hits; further: % of control where 0% means no effect
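Locus derepression in mouse mammary C127i cells whose integrated CMV-GFP reporter is normally silent; GFP expression after 30 h compound treatment was quantified by counting fluorescent cells.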
* marks the source's active call; other numbers are inactive results; i = inactive; ? = inconclusive; . = not tested or not shown; [ ] = another dose, or the depositor's remark. Unless noted, the call rests on the fitted dose curve; in most records, active means well fitted curve in the direction sought with a large enough effect; inconclusive means small, poorly fitted or top-dose-only effect, or another doubt; inactive means no such curve, though single readings can be large; an effect the other way counts as inactive or inconclusive. No enrichment for hits; 12% or so of the library scored in one or more.

SMILES | BRCT inh red | DNA Pol III inh | CRE-bla Fsk | ALOX15 inhib | Ub-GFP proteasome | HBB splicing | Hsp90 Hop PPI | A350 fluor | 4-MU autofl | BRCT inh green | Epigenetic mod
CCOC(=O)N1CCC(N(C(=O)Nc2ccc(CC)cc2)C(C)CC)CC1 (configuration not stated) | 0.2% | -11% | 0% | 8% | 1% | 0.8%[57.5 µM] | -3% | i | i | -2.9% | 0%
COc1ccc(-c2cc(C(F)(F)F)n3ncc(C(=O)NCC4CCCO4)c3n2)cc1 (configuration not stated) | 1.0% | -1% | 18% | -8% | -4% | 2.5% | ? | 3.8e-07M* | 3e-07M* | -1.6% | -2%
CC1(C)OC(=O)C2(Cc3ccccc3N3CCCCC32)C(=O)O1 (configuration not stated) | -2.0% | -11% | ? | -1% | -11% | -0.6% | -2% | ? | i | 1.3% | 9%
N#CC(C(=O)CCN1C(=O)C2CC=CCC2C1=O)c1nc2ccccc2[nH]1 (configuration not stated) | -0.6% | -6% | 14% | 3% | 7% | -3.6% | -5% | i | i | -8.4% | -1%
COc1cccc(Nc2ncc3ncc(=O)n(C)c3n2)c1 | 0.9% | -10% | 9% | 8% | 2% | 0.1% | -11% | i | i | -1.5% | -3%[9.22 µM]
CCc1[nH]nc2c1C(c1ccncc1)C(C#N)=C(N)O2 (configuration not stated) | -1.3% | -3% | 9% | -2% | 1% | . | -1% | i | i | -0.9% | 2%
CCC1Oc2ccc(C)cc2N(CC(=O)N(Cc2cccnc2)Cc2ccc(C)o2)C1=O (configuration not stated) | -0.5% | 0% | -2% | 10% | 8% | -0.5%[57.5 µM] | -6% | i | i | 0.4% | -2%
Cc1cc(-c2ccccc2)nc(=O)[nH]1 | -1.7% | 3% | ? | -5% | -1% | 5.3% | -1% | i | i | -0.4% | 0%
O=c1cc(-c2ccco2)oc2ccc(Cl)cc12 | -1.3% | 2% | 6% | 10% | -11% | -1.9% | -1% | . | . | -1.8% | 0%
COc1ccc(NC(=O)N2CCCC3(CCN(C(=O)c4cccc(F)c4)CC3)C2)cc1 | 1.0% | -7% | -5% | 3% | -8% | 2.6% | -2% | i | i | -3.8% | 5%[9.22 µM]
CCCc1cc(=O)[nH]c(NCc2ccc(Cl)cc2)n1 | -1.4% | -8% | -12% | -7% | -1% | 5.9% | -1% | i | i | -1.8% | 3%
CN1CCC[C@@H]1CCO[C@](C)(c1ccccc1)c1ccc(Cl)cc1 | 1.5% | -6% | -17% | -9%[25.6 µM] | 5% | 1.8%[20.6 µM] | -3% | i | i | 0.7% | -1%
CC(=O)Oc1cc2oc(=O)c3c(c2cc1Cl)CCC3 | 1.7% | -2% | 7% | -8% | -2% | -0.3%[57.5 µM] | 0% | 1.2e-05M* | 1.1e-05M* | -1.9% | -1%
Cc1cccc(NC(=O)C2CCN(S(=O)(=O)c3cccc4cccnc34)CC2)c1 | 0.1% | 7% | ? | 0% | 3% | -0.2% | -3% | . | . | 4.7% | -2%
CCN(CC(N)=O)S(=O)(=O)c1ccc(Br)cc1 | -0.8% | -8% | -8% | 10% | -5% | -0.5% | -4% | i | i | -1.2% | 0%
CN1CCN(c2ncncc2-c2ccc(C(=O)N(C)C)cc2)CC1 | 0.8% | -9% | 6% | 12% | -6% | -0.7% | -1% | i | i | 0.1% | -2%[9.22 µM]
CCCCc1cc(=O)oc2cc(C)c(CN3CCCC3)c(O)c12 | -5.2% | -10% | 0% | 13µM* | 3% | 1.0% | -9% | i | i | 3.2% | 0%
COc1cccc(-n2nnc3c(=O)n(CC(=O)N4CCC(C)CC4)cnc32)c1 | -0.7% | -4% | ? | 5% | 0% | -1.7% | -4% | ? | ? | -0.1% | 2%
CCN(CC)C(=O)CSc1nc(C)cc(-c2cccs2)c1C#N | -0.8% | -9% | ? | ? | -8% | -1.0%[9.22 µM] | 0% | . | . | 1.4% | 2%
CCC(C)[C@H](NC(=O)Nc1ccc2c(c1)OCCO2)C(=O)O (some centres not stated) | 2.4% | -3% | 28% | ? | 12% | 5.8%[1.84 µM] | -2% | i | i | -0.9% | 4%
CC(=O)c1ccc(Cl)c(Cl)c1Cl | 1.5% | -8% | -12% | -8% | . | -0.5% | 0% | . | . | 3.0% | .
CN1CCN(c2ncc3nc(-c4ccc(F)cc4)c(=O)n(C4CC4)c3n2)CC1 | 0.7% | 8% | ? | -10% | 3% | 0.1% | -1% | 7.4e-08M* | 6.6e-08M* | -3.2% | 5%[9.22 µM]
Cn1nnc(NCc2cc(Br)ccc2OCc2cccs2)n1 | -0.7% | -6% | -3% | 0% | 3% | 5.9% | -2% | i | i | 1.3% | 0%
COc1ccc(OC)c(C2SCCN2S(=O)(=O)c2cccc(C(F)(F)F)c2)c1 (configuration not stated) | 0.4% | -1% | ? | -17% | 30% | -2.8% | ? | i | i | 0.7% | -2%
c1ccc2c(c1)CCC[C@H]2C1=NCCN1 | -2.7% | -2% | -1% | -6% | -5% | 2.5% | -2% | i | i | -3.5% | -1%
CCn1c(COc2cccc(OC)c2)nnc1SCC(=O)Nc1ccccc1C(=O)OC | 0.0% | -5% | 18% | -1% | 6% | . | -5% | i | i | -2.8% | 1%
Cc1cccc(-n2c(O)c(C=Nc3ccccc3N)c(=O)[nH]c2=O)c1 | -3.3% | -4% | 5% | 15% | -7% | 2.4% | -4% | . | . | -1.2% | 2%
O=C(Oc1cccc(-n2cnnn2)c1)C1CCCCC1 | -4.2% | -8% | -2% | 7% | 0% | . | 1% | i | i | -2.4% | -1%
O=C(Cn1nc(-c2ccc3c(c2)OCCO3)ccc1=O)Nc1ccc(N2CCOCC2)cc1 | 0.8% | -4% | -2% | -23% | 2% | . | -13% | i | i | 0.2% | -1%
O=c1c2[nH]c3ccc(F)cc3c2ncn1CCN1CCN(Cc2ccccc2)CC1 | -0.4% | -10% | -3% | -5% | -11% | 0.1% | -6%[2.3 µM] | . | . | -0.8% | .
CCn1c(CNC(=O)c2cccc(C)c2)nc2ccccc21 | 0.4% | 2% | -5% | 13% | -3% | -0.2% | -1% | . | . | -1.4% | .
COC(=O)c1ccc(NC(=O)c2ccccc2N(C)S(C)(=O)=O)cc1 | -0.4% | -1% | 2% | 7% | 4% | 0.7% | -4% | i | i | -4.2% | 5%
O=C(NCc1csc(-c2ccccc2)n1)c1ccco1 | -1.3% | 8% | 2% | -2% | 1% | -3.4% | 0% | ? | i | -0.9% | 0%
CC(C)C[C@H](NC(=O)OC(C)(C)C)C(=O)N1CCC(C(=O)N[C@@H](Cc2ccccc2)C(=O)O)CC1 | 0.8% | 0% | ? | 1% | -7% | -1.9% | -4% | i | i | -4.3% | 3%
O=C1CSC(c2cccs2)N1c1ccccc1 (configuration not stated) | 0.7% | -14% | 5% | 3% | 3% | -1.5% | 0% | 1.1e-08M* | ? | -1.8% | 0%
COc1ccc(NC(=O)CSc2nc3ccccc3c(=O)n2CCNC(C)=O)cc1 | 0.5% | -6% | ? | 6% | -3% | -0.4% | -5% | i | i | 0.6% | -3%
COC(=O)c1[nH]c2ccccc2c1NC(=O)CNC1CCCCC1 | -1.5% | -2% | 4% | -15% | -7% | -1.1%[1.84 µM] | -3% | i | i | 0.2% | -2%
CCCNC(=O)NC(=O)CSc1ncc(C(F)(F)F)cc1Cl | 1.8% | -4% | 3% | 1% | -1% | -0.1%[57.5 µM] | 1% | i | i | -0.6% | 5%
CC12CC(NC(=O)N1c1cccc(C(=O)NCc3ccc4c(c3)OCO4)c1)c1cc(Cl)ccc1O2 (configuration not stated) | -1.0% | -7% | -19% | -13% | 0% | -1.0% | -2% | i | i | 0.2% | 1%
